PI5P4K alpha inh – inhibitors of human PI5P4K alpha; P48426; PI5P4Kalpha enzyme, ADP-Glo luminescence, 60 min; active compounds read low; max response, %; 330,000 tested, 1.2% active; active means max response of -50% or lower; inconclusive means between -30% and -50%; inactive means -30% or higher; further: value at the top dose of about 77 µM; on the % scale 0 is the no-effect control and ±100 the full control effect
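ADP-Glo luminescence end-point after a 60 min room-temperature kinase reaction. PI5P4Kalpha and substrate in HEPES pH 7.4 buffer with EGTA, 0.1% CHAPS and 5% DMSO; ATP at 5 microM final.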
PLK1 PBD block – blocks phosphopeptide binding to human PLK1 polo-box domain; P53350; Plk1 PBD binding of FITC phosphopeptide, fluorescence polarization; Potency, µM, without a hit: max response, negative = inhibition, usual class: inhibitors; 360,000 tested, 2.8% active; AID 720504; further: potency means the concentration at half of the fitted maximal effect; series mostly up to about 57 µM; on the % scale 0 is the no-effect control and ±100 the full control effect; nearly all actives have a fitted effect of over 65% in size
EPAC1 antag – EPAC1 (human) antagonism; EPAC1 GEF assay, Rap1b-BODIPY-GDP exchange fluorescence; Potency, µM (top dose mostly 115 µM), for the others: at the highest dose activity change, negative = inhibition, most hits filed as inhibitors; 360,000 tested, 0.14% active; AID 720709;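 further: potency means the concentration at half of the fitted maximal effect; plate controls were vehicle for no effect and positive control for full effect; nearly all actives have a fitted effect of over 50% in size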
IL2 activator – activators of IL-2 | IL-2 activation reporter assay, cell-based qHTS; stimulated with anti-CD3/CD4/CD28 beads; in transgenic mouse T cells | activation, % (series mostly up to about 46 µM) | 360,000 tested, 0.065% active | AID 652025; in the data active means activation above about 50%; inconclusive means mostly about 30% to 49%; further: 0% is about no effect
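Unstimulated transgenic mouse T cells, 750 per well, received compound and, after 60 minutes, anti-CD3/anti-CD4 bead plus anti-CD28 stimulation. EGFP and DsRed were quantified after 18 hours.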
EPAC1 ag – EPAC1 (human) agonism | EPAC1 agonist qHTS, biochemical assay; response scale: 100% = response to 6.5 mM cAMP | Potency, µM (doses to about 154 µM), for the others: top-dose activation, most hits filed as activators | 360,000 tested, 0.073% active | AID 720707 | O95398; further: potency means the concentration at half of the fitted maximal effect; nearly all actives have a fitted effect of over 60% in size
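Read-out is the fluorescence drop as BODIPY-GDP leaves Rap1B (480 nm excitation, 540 nm emission), recorded every 5 minutes over 30 minutes. Reactions held 100 nM EPAC1, 250 nM Rap1B–BODIPY-GDP and 50 uM GDP, with 6.5 mM cAMP setting full activation.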
FUS suppressor – rescues growth of FUS-expressing yeast | AID 1347120 | Potency, µM (highest dose often 76.6 µM), without a hit: at the highest dose growth rescue (activation), actives largely listed as activators | S. cerevisiae FUS-expressing, growth rescue, OD600, 24 h | 390,000 tested, 0.24% active;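 further: potency means the concentration at half of the fitted maximal effect; plate controls were DMSO vehicle for no effect and reference control for full effect; nearly all actives have a fitted effect of over 55% in size; some results filed as inactive show a strong effect at the top dose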
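Toxicity suppression screen in FUS-yeast. Cells induced with 2% galactose, starting OD 0.005, treated 24hr at 30C with compounds at multiple final concentrations; growth by OD600.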
WRN inhibitor – blocks human WRN helicase | 360,000 tested, 0.46% active | Potency, µM (doses to about 114 µM), for inactives: top-dose activity change, negative = inhibition, most hits filed as inhibitors | Q14191 | WRN helicase unwinding, fluorescent forked duplex, kinetic | AID 651768; further: potency means the concentration at half of the fitted maximal effect; on the % scale 0 is the no-effect control and ±100 the full control effect; nearly all actives have a fitted effect of over 55% in size
Target sequence (Q14191 whole entry, looked up): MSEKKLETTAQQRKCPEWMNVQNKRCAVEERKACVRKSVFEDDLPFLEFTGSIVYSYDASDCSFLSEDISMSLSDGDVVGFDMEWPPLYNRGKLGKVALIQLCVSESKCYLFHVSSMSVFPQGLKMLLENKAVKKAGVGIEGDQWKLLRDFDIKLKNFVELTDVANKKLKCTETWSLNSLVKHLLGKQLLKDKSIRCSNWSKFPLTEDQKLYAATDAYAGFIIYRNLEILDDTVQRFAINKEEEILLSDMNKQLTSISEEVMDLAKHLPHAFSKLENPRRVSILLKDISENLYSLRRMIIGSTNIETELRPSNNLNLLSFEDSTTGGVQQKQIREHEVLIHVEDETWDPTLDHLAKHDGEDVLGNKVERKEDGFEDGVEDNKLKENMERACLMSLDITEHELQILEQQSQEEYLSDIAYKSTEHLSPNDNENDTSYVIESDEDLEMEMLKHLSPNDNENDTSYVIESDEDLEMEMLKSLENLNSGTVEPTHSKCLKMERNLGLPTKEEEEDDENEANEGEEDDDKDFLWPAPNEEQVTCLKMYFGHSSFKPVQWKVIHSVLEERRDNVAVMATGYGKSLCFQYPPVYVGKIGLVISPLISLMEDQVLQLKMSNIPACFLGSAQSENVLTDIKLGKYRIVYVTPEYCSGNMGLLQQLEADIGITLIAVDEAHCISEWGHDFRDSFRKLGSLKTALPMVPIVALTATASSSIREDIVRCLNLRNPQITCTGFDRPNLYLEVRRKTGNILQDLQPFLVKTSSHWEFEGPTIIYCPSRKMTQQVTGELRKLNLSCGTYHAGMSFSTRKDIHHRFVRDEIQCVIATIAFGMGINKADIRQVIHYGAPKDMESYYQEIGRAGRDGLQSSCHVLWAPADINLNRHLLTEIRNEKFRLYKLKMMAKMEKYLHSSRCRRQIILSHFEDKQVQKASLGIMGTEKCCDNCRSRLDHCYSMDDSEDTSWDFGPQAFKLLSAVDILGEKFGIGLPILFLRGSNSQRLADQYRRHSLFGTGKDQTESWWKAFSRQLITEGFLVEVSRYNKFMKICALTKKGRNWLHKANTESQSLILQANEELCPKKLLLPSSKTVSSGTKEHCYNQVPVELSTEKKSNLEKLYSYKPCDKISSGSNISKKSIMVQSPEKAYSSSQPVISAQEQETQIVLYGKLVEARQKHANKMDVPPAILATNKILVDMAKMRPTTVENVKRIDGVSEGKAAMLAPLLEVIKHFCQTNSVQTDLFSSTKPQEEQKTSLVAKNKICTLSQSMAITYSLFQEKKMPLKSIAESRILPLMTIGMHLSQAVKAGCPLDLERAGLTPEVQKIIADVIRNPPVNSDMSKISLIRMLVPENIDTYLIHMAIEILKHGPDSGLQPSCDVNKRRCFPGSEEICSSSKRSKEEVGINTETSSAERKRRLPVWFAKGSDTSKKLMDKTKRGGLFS
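Kinetic red-fluorescence monitoring (525/598 nm) tracks WRN helicase activity after 100 nM fluorophore-quencher forked duplex and 2 mM ATP are added to 20 nM enzyme pretreated 15 min at room temperature with compound.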
Abeta yeast res – compounds reversing amyloid beta toxicity in yeast; Potency, µM (top dose mostly 46.1 µM), inactives show top-dose growth rescue, most hits filed as activators; 410,000 tested, 0.063% active; yeast expressing A-beta42, growth rescue, OD600, 48 h; response scale: 0% DMSO, 100% iron-clioquinol control; AID 1347071; further: potency means the concentration at half of the fitted maximal effect; nearly all actives have a fitted effect of over 55% in size
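Yeast A-beta toxicity model in growth medium with pinned compounds, 48 h at 30 C; growth read as absorbance at 600 nm. Normalized to FeCl3/clioquinol equimolar mix (positive) and DMSO (negative).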
Numbers without * were called inactive; ? = inconclusive; / = no result given; & = joins results of further samples; [ ] = another dose, or the depositor's remark. Unless noted, the call rests on the fitted dose curve; in most records, active means well fitted curve in the direction sought with a large enough effect; inconclusive means small, poorly fitted or top-dose-only effect, or another doubt; inactive means no such curve, though single readings can be large; an effect the other way counts as inactive or inconclusive. This is a random part of the collection, and some 4.1% of all compounds hit somewhere here.

SMILES | PI5P4K alpha inh | PLK1 PBD block | EPAC1 antag | IL2 activator | EPAC1 ag | FUS suppressor | WRN inhibitor | Abeta yeast res
OCc1cc(-c2ccccn2)no1 | 3 | 1% | 5% | 0.1 | 1% | -27% | -1% | -8%
COc1ccc(NC(=O)C2CCCN(S(=O)(=O)c3ccc4c(c3)CCCN4C(C)=O)C2)cc1 (stereo not drawn) | -11 | ? | -18% | -1.7 | 5% | -8%&10% | -3% | -1%&-19%
Cc1cccc(C)c1OCC(N)C(C)C (stereo not drawn) | 6 | -3% | -1% | 0.4 | -9% | -16% | 1% | -21%
O=C(Nc1nnc([C@H]2C[C@H](O)[C@@H](CO)O2)s1)Nc1cccc(Cl)c1Cl | -9 | 3% | -1% | -1.0 | 6% | -9% | 10% | -3%
CN(Cc1ccc(Cl)cc1)C(=O)COC(=O)CSc1ccc([N+](=O)[O-])cc1 | 2 | ? | -1% | -2.6 | 11% | / | -2% | 3%
CCc1ccc(NC(=S)N2CCN(c3cccc(C(F)(F)F)c3)CC2)cc1 | 0 | -6% | 2% | -3.2 | 0% | 1% | 5% | 28%
COc1cccc(C2Nc3c(F)cc(Br)cc3C3C=CCC32)c1OC (stereo not drawn) | -3 | 4% | -3% | -0.1 | -3% | -2% | -6% | 12%
CC(=O)Nc1cccc(NC(=O)CSc2nnc3ccc(-c4cccnc4)nn23)c1 | 2 | -3% | -11% | 1.1 | -3% | 23% | -11% | 0%
NCCCCCC(=O)O | 9 | 1% | 12% | 1.5 | -35%[inhibitor] | -38% | 0% | -13%
Cc1cn([C@H]2C[C@H](O)[C@@H](/C=C/C(=O)NCCN3CCOCC3)O2)c(=O)[nH]c1=O | 0 | -12% | -2% | -0.9 | 4% | -19% | -3% | -4%
CCOC(=O)CSc1nc2sc3c(c2c(=O)n1-c1ccccc1)CCN(C)C3 | -4 | -7% | 7% | 1.3 | 8% | -1% | 5% | -22%
CCN(C(=O)CCc1nnc2ccc(N3CCC4(CC3)OCCO4)nn12)c1ccccc1 | 2 | -9% | -17% | -1.2 | 1% | 0% | 0% | 4%
Cc1cc(C)cc(N(C(=O)CCC(=O)Nc2cc(C)on2)C(C(=O)NC2CCCC2)c2ccco2)c1 (stereo not drawn) | 1 | -17% | -3% | 0.3 | 3% | 42% | -9% | -3%
CCOC(=O)c1c(NC(=O)CSc2nnc3c(n2)[nH]c2ccccc23)sc2c1CCN(C)C2 | -20 | -22% | -7% | 0.2 | 2% | 39% | -3%[11.6 µM] | -22%
COc1ccc(OCCN2CCC(C(=O)NC(c3ccc(C)cc3)c3ccccn3)CC2)cc1 (stereo not drawn) | 2 | 1% | 12% | -0.2 | -5% | -2% | 4% | 14%
CC(C)Cc1nc2oc3c(NCC4CCCO4)ncnc3c2c2c1CCC2 (stereo not drawn) | / | 2% | 0% | -4.7 | -2% | 31% | 2% | 2%
CC(C)c1nnc(NC(=O)CCN2C(=O)c3ccccc3C2=O)s1 | / | -1% | 15% | -1.0 | -2% | -13% | 1% | -4%
O=C(NNC(=O)c1ccc(-n2cncn2)c([N+](=O)[O-])c1)c1ccc(Cl)cc1 | 2 | -4% | -9% | 2.5 | 1% | 19% | -9% | -6%
COc1ccc(NC2=NC(=S)N(c3ccccc3C)C23CCCCC3)cc1 | -4 | -2% | 5% | -1.9 | -5% | 19% | -5% | 11%
Clc1ccc(CN=C(Nc2ccccc2)NC2CCCCC2)cc1 | -8 | -12% | -15% | -1.1 | -2% | 8% | 8% | ?
CCOC(=O)C1=C(N)Oc2ccc3ccccc3c2C1c1cccnc1 (stereo not drawn) | 0 | -6% | 5% | 0.7 | 9% | 5% | -7% | 13%
CCOP(=O)(OCC)C(NC(=O)Nc1ccc(C)c(Cl)c1)c1ccccc1 (stereo not drawn) | 1 | -17% | 13% | -1.6 | 3% | 13% | 3% | 5%
COc1ccccc1-c1nnc2sc(-c3ccc(N(C)C)cc3)nn12 | 0 | -7% | 5% | -0.3 | 3% | 40% | 11% | 19%
CCC(=O)N1CCc2cc(S(=O)(=O)CCC(=O)N3CCN(c4ccc(C(C)=O)cc4)CC3)ccc21 | -3 | 2% | 14% | -0.5 | -5% | -1%&5% | 3% | 6%&-10%
c1ccc2sc(-c3ccc4c(c3)OCO4)nc2c1 | -1 | -4% | -9% | 1.9 | 10% | 24% | -14% | -45%[inhibitor]
O=C(Nc1ccc(SC(F)F)cc1)C1=COCCO1 | / | -26% | -6% | -2.5 | 8% | -29% | -4% | 3%
CCN(CC)C(=O)Cc1ccccc1 | -8 | -4% | 4% | 0.6 | -8% | -8% | 5% | -18%
CNc1sc(C(=O)c2ccccc2F)c(N)c1-c1nc2ccccc2s1 | 2 | -1% | 10% | 0.6 | -2% | 4% | -2% | -3%
COc1ccc(CCC(=O)NCCOc2ccc(C)cc2)cc1 | 8 | -11% | -26% | -0.1 | -11% | 18% | -15% | 6%
COCCCNC(=O)CCc1c(C)nc2c(c(C)nn2-c2ccccc2)c1C | 0 | -11% | 0% | -2.4 | 11% | 22% | -2% | -8%
O=C(Nc1ccc(N2CCCC2)cc1)c1cc(Br)ccc1Cl | 4 | -1% | 1% | -4.0 | 6% | -11% | 4% | -10%
COc1ccc(CC(=O)Nc2cc(S(=O)(=O)N3CCOCC3)ccc2N2CCOCC2)cc1 | 8 | -14% | -22% | 0.4 | 1% | 17% | -3% | -11%
O=C(CC1S/C(=N\S(=O)(=O)c2ccc(F)cc2)N(c2ccccc2)C1=O)Nc1ccccc1 (stereo not drawn) | -4 | 2% | -11% | -1.0 | 4% | 6% | -23%[57.1 µM] | 16%
CN(C(=O)c1ccc(Br)o1)C1(C)CCS(=O)(=O)C1 (stereo not drawn) | 2 | -19% | 20% | -3.9 | -1% | -7% | 9% | 7%
CCc1ccc(S(=O)(=O)Nc2ccc(-c3ccc4nnc(C)n4n3)cc2)s1 | -12 | -7% | -21% | -0.1 | -4% | 39% | -17% | -8%
COC(=O)C1CCN(C(=O)CN(C)Cc2ccc(C(C)(C)C)cc2)CC1 | 4 | 4% | -13% | 0.6 | -9% | 21% | -4% | 1%
COc1ccccc1N1CCN(CC(=O)Nc2c(C)n[nH]c2C)CC1 | 4 | 2% | 9% | 1.1 | 0% | 13% | -12% | 17%
CC(=O)N1CCN(S(=O)(=O)c2c(C)n(C)c(=O)n(C)c2=O)CC1 | -1 | -1% | 12% | -2.0 | -5% | -12% | -18% | -4%
O=C(O)CSc1ccc(S(=O)(=O)N2CCCC2)cn1 | -2 | -13% | -9% | 0.9 | 8% | -14% | 2% | -18%
Cc1cc(C)c2nc(N3CCC(C(=O)NCCCN4CC(C)CC(C)C4)CC3)sc2c1 (stereo not drawn) | 5 | 1% | -4% | -4.0 | 5% | 7% | -10%[57.1 µM] | -16%
CCOc1ccc(N(CC(=O)Nc2ccc3c(c2)OCCO3)S(=O)(=O)c2c(C)noc2C)cc1 | 1 | -1% | -22% | -2.3 | 4% | -6% | -6% | 3%
CCn1c(C)c(C)c2cc(C(=O)NCCCN3CCCC3)ccc21 | -3 | -1% | -14% | -1.3 | -4% | 12% | -6% | -3%
Cc1ccc(S(=O)(=O)N2CCCC2)s1 | -1 | -14% | -28% | -2.6 | -3% | 13% | 4% | 0%
Cc1ccccc1C(=O)OCC(=O)Nc1cccc(S(=O)(=O)N2CCCCC2)c1 | -2 | 3% | -1% | -3.1 | 4% | ? | -4% | 7%
CC(=O)N1N=C(c2cccnc2)OC1c1ccc(C(C)C)cc1 (stereo not drawn) | 0 | -12% | 14% | 1.6 | 5% | 3% | 1% | 5%

Molecules listed so far with an NH in an aromatic ring:
SMILES | PI5P4K alpha inh | PLK1 PBD block | EPAC1 antag | IL2 activator | EPAC1 ag | FUS suppressor | WRN inhibitor | Abeta yeast res
Cc1cn([C@H]2C[C@H](O)[C@@H](/C=C/C(=O)NCCN3CCOCC3)O2)c(=O)[nH]c1=O | 0 | -12% | -2% | -0.9 | 4% | -19% | -3% | -4%
CCOC(=O)c1c(NC(=O)CSc2nnc3c(n2)[nH]c2ccccc23)sc2c1CCN(C)C2 | -20 | -22% | -7% | 0.2 | 2% | 39% | -3%[11.6 µM] | -22%
COc1ccccc1N1CCN(CC(=O)Nc2c(C)n[nH]c2C)CC1 | 4 | 2% | 9% | 1.1 | 0% | 13% | -12% | 17%

Additional records follow:
SMILES | PI5P4K alpha inh | PLK1 PBD block | EPAC1 antag | IL2 activator | EPAC1 ag | FUS suppressor | WRN inhibitor | Abeta yeast res
CCc1ccc(C)c(OC(=O)c2cncc(Br)c2)c1 | 4 | -5% | 6% | 0.0 | -6% | 3% | 0% | -1%
CC1(C)CC2CC(C)(CN2C(=O)COC(=O)c2ccc(Cl)c(N)c2)C1 (stereo not drawn) | / | 1% | 1% | -0.6 | -2% | -9% | 1% | 2%
CC(CCCN1CCCC1)Nc1ccnc2cc(Cl)ccc12 (stereo not drawn) | 0 | -2% | 2% | -0.5 | 5% | 3% | -2% | 4%
O=C(NCCN1CCOCC1)c1cc2ccccc2o1 | 10 | -7% | 8% | 3.6 | -2% | 17% | 6% | 19%
Cc1cc(C)c(C(=O)/C=C/c2ccc3c(c2)OCO3)c(=O)[nH]1 | 5 | -3% | -8% | 1.6 | -1% | 5% | -4% | -15%
COc1cccc(NC(=O)N2CCCC2C(=O)NCc2ccccc2)c1 (stereo not drawn) | -1 | -6% | -26% | -0.2 | 9% | -15% | -2% | 3%
COc1cc2nc(C3CCC3)nc(N3CCN(c4ccccn4)CC3)c2cc1OC | 7 | 3% | 14% | 4.1 | 4% | 8% | -33%[57.1 µM] | -10%
CCc1ccc(NC(=O)CCS(=O)(=O)c2ccc3c(c2)CCN3C(C)=O)cc1 | 3 | -11% | -7% | -1.2 | -3% | -7%&-14% | 6% | 1%&-2%
O=C(Cc1cccc(NC(=O)C2CCCN(C(=O)CCc3ccccc3)C2)c1)Nc1cccc(C(=O)N2CCCCC2)c1 (stereo not drawn) | -3 | -5% | 4% | -0.8 | -20% | ? | 2% | -8%
O=C(NCCN1CCCC1)C1COc2ccccc2O1 (stereo not drawn) | -9 | -10% | 12% | -2.0 | 3% | -10% | 8% | -27%
COc1cccc(NC(=O)c2ccccc2-c2nc(-c3cccc(C)c3)no2)c1 | 11 | -5% | 0% | -2.8 | 6% | 31% | -21% | 8%
c1cc2c(c(CC3CO3)c1CC1CO1)OCCOCCOCCOCCO2 (stereo not drawn) | -7 | -5% | 20% | -1.0 | -2% | -25% | 1% | -4%

Source: PubChem BioAssay (National Center for Advancing Translational Sciences (NCATS))
